TGFb SMAD3 inh: blocks TGF-b signaling; Potency, µM (titrated, usually from 46.1 µM), for inactives: top-dose activity, negative = inhibition, most hits filed as inhibitors; HepG2 CAGA-GFP TGF-b/SMAD3 reporter, GFP fluorescence, 18 h; TGF-beta stimulated, 500 pg/mL final; 410,000 compounds, 1.2% hits; note: potency is the fitted concentration of half-maximal effect; % is set by controls: 0 for no effect and ±100 for the full control effect; nearly all actives have a fitted effect of over 65% in size
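Read-out: total well GFP (ex488/em500-530) summed from mean per-cell fluorescence. Cells: HEPG2 CAGA-GFP, 1% FBS DMEM, 18 h at 37 degrees C with 500 pg/mL final TGF-beta. Unstimulated wells served as the full-inhibition control; stimulated DMSO wells = 0%.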
A549 tox: counter-screen for Nrf2 inhibitors: cytotoxicity in A549 cells; Potency, µM (highest dose often 46 µM), for inactives: at the top dose activity change, negative = cytotoxicity, most hits filed as inhibitors; 390,000 compounds, 0.16% hits; A549 ARE-Fluc cells, CellTiter-Fluor viability, 18-24 h; note: potency is the fitted concentration of half-maximal effect; % is set by controls: 0 for no effect and ±100 for the full control effect
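A549 ARE_Fluc cells in 5% FBS OPTI-MEM were exposed to compounds in concentration-response for 18-24 h at 37 deg C. Viability was read by CellTiter-Fluor fluorescence (Ex 405/Em 525) after 30 min, before the luciferase read.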
IL2 activator: activators of IL-2 | IL-2 activation reporter assay, cell-based qHTS; stimulated with anti-CD3/CD4/CD28 beads; in transgenic mouse T cells | activation, % (series mostly up to about 46 µM) | 360,000 compounds, 0.065% hits; in the data active = activation above about 50%; inconclusive = mostly about 30% to 49%; note: 0% is about no effect
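Screening format: compound pinned onto unstimulated transgenic mouse T cells, 60 min incubation, then anti-CD3/anti-CD4/anti-CD28 bead stimulation for 18 hours at 37 degrees C, followed by EGFP and DsRed detection.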
Nrf2 block: inhibitors of Nrf2 signaling; A549 ARE-Fluc reporter, luciferase luminescence, 18-24 h; Potency, µM (series often up to 46 µM), without a hit: at the top dose activity change, negative = inhibition, most hits filed as inhibitors; 360,000 compounds, 2.1% hits; AID 504444; note: potency is the fitted concentration of half-maximal effect; % is set by controls: 0 for no effect and ±100 for the full control effect; nearly all actives have a fitted effect of over 60% in size
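Nrf2 activity is the BugLite luminescence, read 15 min after reagent at room temperature, following CellTiter-Fluor cytotoxicity readout (30 min, 37C). Compound titrations were applied for 18-24 h to 5000 A549 ARE_Fluc cells/well in 5% FBS OPTI-MEM.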
ATXN2 expr inh: reduces ATXN2 reporter expression in HEK-293 cells; 360,000 compounds, 0.72% hits; HEK-293 ATXN2-luciferase reporter, luminescence, 24 h; Potency, µM (doses to about 57 µM), without a hit: at the top dose activity change, negative = inhibition, actives largely listed as inhibitors; AID 1745845; note: potency is the fitted concentration of half-maximal effect; % is set by controls: 0 for no effect and ±100 for the full control effect; nearly all actives have a fitted effect of over 55% in size
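qHTS (up to 57 uM final) was run with 24 h compound exposure of reporter cells at 37 °C. Each well was multiplexed: SteadyGlo luminescence measured ATXN2-luciferase expression after a fluorogenic Gly-Phe-AFC viability readout (25 uM final).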
EPAC2 ag: agonists of human EPAC2 (RAPGEF4); Q8WZA2; EPAC2 activation, biochemical qHTS; response scale: 100% = 6.5 mM cAMP response; Potency, µM (doses to about 154 µM), for inactives: top-dose activation, usual class: activators; 360,000 compounds, 0.079% hits; AID 720711; note: potency is the fitted concentration of half-maximal effect; nearly all actives have a fitted effect of over 50% in size
Target sequence (Q8WZA2 whole entry, looked up): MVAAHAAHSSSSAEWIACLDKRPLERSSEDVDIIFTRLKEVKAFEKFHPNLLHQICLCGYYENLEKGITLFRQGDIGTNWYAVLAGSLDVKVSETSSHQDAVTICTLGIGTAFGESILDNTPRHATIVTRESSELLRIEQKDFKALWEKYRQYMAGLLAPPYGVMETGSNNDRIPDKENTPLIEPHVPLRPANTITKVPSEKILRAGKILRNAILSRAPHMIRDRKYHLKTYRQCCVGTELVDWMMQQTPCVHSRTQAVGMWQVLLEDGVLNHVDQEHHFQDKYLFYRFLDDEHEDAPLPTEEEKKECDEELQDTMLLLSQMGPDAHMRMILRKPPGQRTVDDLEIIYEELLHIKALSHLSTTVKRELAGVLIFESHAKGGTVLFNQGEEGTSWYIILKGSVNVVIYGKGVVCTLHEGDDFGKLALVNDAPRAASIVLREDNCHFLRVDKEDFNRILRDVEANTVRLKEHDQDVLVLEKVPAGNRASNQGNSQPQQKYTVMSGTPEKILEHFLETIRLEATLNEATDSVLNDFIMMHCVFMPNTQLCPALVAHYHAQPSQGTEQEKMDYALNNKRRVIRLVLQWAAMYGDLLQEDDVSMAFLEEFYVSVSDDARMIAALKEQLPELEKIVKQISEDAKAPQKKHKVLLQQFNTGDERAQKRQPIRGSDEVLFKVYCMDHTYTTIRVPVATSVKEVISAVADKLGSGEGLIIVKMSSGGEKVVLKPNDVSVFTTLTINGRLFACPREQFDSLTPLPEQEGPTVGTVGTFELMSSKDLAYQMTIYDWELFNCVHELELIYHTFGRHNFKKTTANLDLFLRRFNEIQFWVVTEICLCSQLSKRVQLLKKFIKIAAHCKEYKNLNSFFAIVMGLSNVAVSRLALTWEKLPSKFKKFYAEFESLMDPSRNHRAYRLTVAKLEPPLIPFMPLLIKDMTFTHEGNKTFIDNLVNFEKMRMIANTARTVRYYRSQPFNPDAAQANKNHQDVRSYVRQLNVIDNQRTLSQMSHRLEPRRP
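EPAC2 (100 nM) mixed with Rap1B loaded with BODIPY-GDP (250 nM) plus 50 uM unlabeled GDP; compounds pinned in, 5 min RT, then read every 5 min for 30 min (ex 480, em 540 nm). Normalized to cAMP control.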
Nrf2 activator: activators of Nrf2 (ARE) signaling; AREc32 ARE-luciferase reporter (MCF7-derived line), luminescence, 24 h; Potency, µM (titrated, usually from 46.1 µM), for the others: top-dose activation, hits mostly activators; 410,000 compounds, 0.31% hits; AID 624171; note: potency is the fitted concentration of half-maximal effect; % of control where 0% means no effect; nearly all actives have a fitted effect of over 65% in size
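Steps: seed AREc32_Fluc cells (1000/well, 5% FBS OPTI-MEM); incubate overnight at 37 deg C; add 23 nL compound; incubate 24 hr; add Steady-Glo; hold 30 min RT; read luminescence.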
S2 tox: cell viability loss in ATXN counter-screen; S2 cells (HEK-293 line with an ATXN2-luciferase reporter) viability, CellTiter-Fluor protease fluorescence, 24 h; Potency, µM (series often up to 56.7 µM), hits mostly cytotoxic; 400,000 compounds, 0.49% hits; AID 651635; note: potency is the fitted concentration of half-maximal effect; nearly all actives have a fitted effect of over 40% in size
HepG2 viability: HepG2 cytotoxicity, counter-screen for TGF-b inhibitors. HepG2 CAGA-GFP viability, ATP luminescence, 18 h. Potency, µM (doses to about 46.1 µM), for inactives: top-dose activity change, negative = cytotoxicity, hits mostly cytotoxic. 410,000 compounds, 0.76% hits; note: potency is the fitted concentration of half-maximal effect; some results filed as inactive show a strong effect at the top dose
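CellTiter-Glo luminescence gave cytotoxicity after 18 hours at 37 degrees C. The cells were HepG2 CAGA-GFP in 1% FBS DMEM, stimulated with 500 pg/mL TGF-beta after compound addition. %Activity was normalised to no-cell wells (complete cell-killing) and DMSO (no toxicity), and curves were fitted and classified.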
An asterisk follows results filed as active; i = inactive; ? = inconclusive; · = not tested or not shown; [ ] = remark or other dose. Unless noted, calls come from the whole dose curve; as a rule, active = well fitted curve in the direction sought with a large enough effect; inconclusive = small, poorly fitted or top-dose-only effect, or another doubt; inactive = no such curve, though single readings can be large; an effect the other way counts as inactive or inconclusive. Compounds as they come. Share with any hit: about 4.3%.

SMILES | TGFb SMAD3 inh | A549 tox | IL2 activator | Nrf2 block | ATXN2 expr inh | EPAC2 ag | Nrf2 activator | S2 tox | HepG2 viability
O=C(Cc1coc2ccc3ccccc3c12)N1CCN(c2ncccn2)CC1 | 5% | -26% | -2.6 | -26% | -4% | -2% | -0.2% | i | -4%
Cc1cc(C)cc(OCC(=O)Nc2cccc(-c3nc4ccccc4[nH]3)c2)c1 | ? | -8% | · | 10% | -20% | · | -0.2% | ? | -62%
Cc1nnc(NC(=O)c2ccc(S(=O)(=O)N3CCCCC3C)cc2)o1 (centres undefined) | -12% | 0% | -5.9 | -26% | -22% | 11% | 0.2% | i | -33%
CCc1nc2ccccc2n1Cc1cc(=O)n2cc(C)ccc2n1 | -13% | 8% | -1.7 | -6% | 1% | -5% | -0.6% | i | -3%
FC(F)(F)c1nnc(Nc2ccc(Cl)cc2)s1 | ? | -1% | -1.2 | -10% | ? | 1% | 0.2% | i | -33%
COc1ccc(OCC(=O)OC2CCCN(C)C2)cc1 (centres undefined) | 3% | -9% | -0.3 | -7% | -7% | 9% | -0.3% | i | -34%
Cc1ccc(-c2ccccc2)n1-c1ccc(C(=O)O)cc1 | 3% | 0% | 0.0 | -15% | · | 8% | 16% | ? | -18%
CNC(=O)c1ccsc1NC(=O)C1CCN(S(=O)(=O)c2ccc(Cl)s2)CC1 | 2% | -4% | -0.8 | ? | -30% | -9% | 0.4% | i | -24%
O=C(O)CCN1C(=O)C2C3CC(C2C1=O)C1C(c2ccccc2)c2sc(=O)n(-c4ccccc4)c2SC31 (centres undefined) | 0% | 1% | 0.2 | 6% | 6% | 0% | -0.4% | i | 8%
CCOC(=O)N1CCN(c2ccnc3cc(Cl)ccc23)CC1 | -20% | 1% | -5.3 | ? | ? | -2% | 2.4% | i | -22%
CC(C)c1ccc(NC(=S)N(C)CCc2ccccn2)cc1 | -2% | 2% | -4.2 | ? | -16% | 15% | 3.8% | i | -12%
Cc1ccc(Cn2c(=O)n(CCCC(=O)NCc3ccccc3Cl)c(=O)c3ccccc32)cc1 | 4% | 3% | · | 14% | 7% | · | -1.2% | i | 6%
O=C(NCc1ccc(F)cc1)C1CCN(S(=O)(=O)c2cccc3nonc23)CC1 | -6% | -16% | 0.1 | -3% | 2% | 8% | -0.3% | i | 8%
CC(C)(C)OC(=O)C[C@@H]1C/C=C\C[C@H](CC(=O)N(CCO)Cc2ccccc2)C(=O)N2CCC[C@H]2COC1=O | -3% | -3% | -0.4 | 0% | 0% | -3% | 0.5% | i | -21%
O=C1CC(N2CCC(Cc3ccccc3)CC2)C(=O)N1CCc1ccccc1 (centres undefined) | -29% | -7% | 2.4 | ? | 1% | 18% | 2.5% | i | -19%
CCC(=O)c1ccc(OCC(O)CNCCc2ccc(Cl)cc2)cc1 (centres undefined) | ? | 0% | -0.3 | -18% | · | 1% | -0.9% | ? | -107%
CCOC(=O)C1(C)CCN1C(=O)c1ccc(-c2ccccc2)cc1 (centres undefined) | -9% | · | -0.4 | · | 6% | 6% | 4.6% | i | -13%
COc1ccc(N2CCCn3c2nc2c3c(=O)n(CCN3CCOCC3)c(=O)n2C)cc1 | 3% | 1% | 0.5 | -4% | -10% | 1% | 0.2% | i | 13%
COc1ccc(CSc2nc3ncccc3[nH]2)cc1 | -3% | 2% | · | ? | · | · | -0.2% | · | -25%
O=C(Cn1cc(SCc2ccccc2)c2ccccc21)N1CCCCCC1 | ? | -4% | · | -19% | -14% | · | 12% | ? | -1%
CSc1nc2ccccc2cc1/C=C(\C#N)c1ccccc1 | -3% | -14% | -0.7 | · | -30% | 5% | 5.5% | i | -4%
Cn1c(=O)c(C(=O)N2CCc3ccccc32)cc2cccnc21 | 0% | ? | -4.9 | 3% | -1% | -2% | -0.1% | i | -2%
C=CCOc1c(CNc2cccc(C(=O)O)c2)cccc1OCC | 0% | -1% | 1.6 | -15% | 7% | 3% | 0.5% | i | 6%
O=S(=O)(NCCC1=CCCCC1)c1ccc(OC(F)(F)F)cc1 | ? | 0% | -1.2 | 0% | -11% | 3% | 2.4% | i | 2%
CCOc1ccc(NC(=O)/C=C/c2ccc(OC)cc2)c([N+](=O)[O-])c1 | 8% | -10% | 0.5 | 9% | -6% | -3% | -0.2% | i | -1%
Cc1ccc2nc(-c3ccc(C#N)cc3)c(Cc3ccccc3C(F)(F)F)n2c1 | ? | · | -0.2 | · | -38% | -4% | 8.0% | ? | -43%
COc1ccc(-n2nc(C(=O)NCC(=O)NCc3ccco3)c3ccccc3c2=O)c(OC)c1 | -13% | 0% | -0.4 | ? | 3% | 11% | -0.9% | i | 2%
CCc1nc2sc3ccccc3c(=O)c2c(=O)n1Cc1ccco1 | -3% | 5% | 0.6 | 11% | 116%[activator] | -1% | ? | i | -8%
Cc1ccc(C(=O)Oc2cc(N)n(S(=O)(=O)c3ccc(C)cc3)n2)cc1 | 11% | -5% | -2.3 | 1.2µM* | -12% | -13% | -2.5% | i | 4%
O=S(=O)(N1CCCCC1)N1CCN(CC(O)COc2ccc3cc(Br)ccc3c2)CC1 (centres undefined) | -6% | -4% | -3.1 | · | ? | -10% | -0.4% | i | -14%

Taken from above for reference:
SMILES | TGFb SMAD3 inh | A549 tox | IL2 activator | Nrf2 block | ATXN2 expr inh | EPAC2 ag | Nrf2 activator | S2 tox | HepG2 viability
CCC(=O)c1ccc(OCC(O)CNCCc2ccc(Cl)cc2)cc1 (centres undefined) | ? | 0% | -0.3 | -18% | · | 1% | -0.9% | ? | -107%
CCOC(=O)C1(C)CCN1C(=O)c1ccc(-c2ccccc2)cc1 (centres undefined) | -9% | · | -0.4 | · | 6% | 6% | 4.6% | i | -13%
COc1ccc(N2CCCn3c2nc2c3c(=O)n(CCN3CCOCC3)c(=O)n2C)cc1 | 3% | 1% | 0.5 | -4% | -10% | 1% | 0.2% | i | 13%
COc1ccc(CSc2nc3ncccc3[nH]2)cc1 | -3% | 2% | · | ? | · | · | -0.2% | · | -25%
O=C(Cn1cc(SCc2ccccc2)c2ccccc21)N1CCCCCC1 | ? | -4% | · | -19% | -14% | · | 12% | ? | -1%
CSc1nc2ccccc2cc1/C=C(\C#N)c1ccccc1 | -3% | -14% | -0.7 | · | -30% | 5% | 5.5% | i | -4%
Cn1c(=O)c(C(=O)N2CCc3ccccc32)cc2cccnc21 | 0% | ? | -4.9 | 3% | -1% | -2% | -0.1% | i | -2%
C=CCOc1c(CNc2cccc(C(=O)O)c2)cccc1OCC | 0% | -1% | 1.6 | -15% | 7% | 3% | 0.5% | i | 6%
O=S(=O)(NCCC1=CCCCC1)c1ccc(OC(F)(F)F)cc1 | ? | 0% | -1.2 | 0% | -11% | 3% | 2.4% | i | 2%
CCOc1ccc(NC(=O)/C=C/c2ccc(OC)cc2)c([N+](=O)[O-])c1 | 8% | -10% | 0.5 | 9% | -6% | -3% | -0.2% | i | -1%

(list continues)
SMILES | TGFb SMAD3 inh | A549 tox | IL2 activator | Nrf2 block | ATXN2 expr inh | EPAC2 ag | Nrf2 activator | S2 tox | HepG2 viability
OC(c1cccc(Cl)c1)c1ncc(-c2cccc(C(F)(F)F)c2)[nH]1 (centres undefined) | ? | · | -0.3 | · | ? | 3% | -0.6%[9.22 µM] | ? | -63%
CC(C)(C)n1ncc2c(=O)n(CC(=O)NCc3ccco3)cnc21 | -57% | -3% | 1.5 | ? | 35%[activator] | -5% | 0.4% | i | -25%
O=C(NN=C1C2CC3CC(C2)CC1C3)c1cc(Cl)ccc1O | 0% | -4% | 2.1 | · | 4% | 8% | 2.0% | i | -25%
CCCc1cc(C(=O)Nc2cnn(Cc3ccc(F)cc3)c2)no1 | 13% | -13% | -1.4 | ? | -11% | 1% | 2.9% | ? | -4%
Cc1ccc(S(=O)(=O)N(CC(=O)NCCSc2ccc(Cl)cc2)c2cccc(Cl)c2)cc1 | ? | -3% | · | ? | -25% | · | 4.2% | i | -26%
CCn1c(CCCNC(=O)c2ccc(F)cc2)nc2ccccc21 | 0% | 0% | -1.8 | 11% | -1% | 3% | -0.1% | i | -6%
CCc1ccc(NC(=O)c2nc3nc(C)cc(C(F)F)n3n2)cc1 | -43% | 2% | · | · | 4% | · | -1.3% | i | -9%
O=C(CNC(=O)c1cccc(Cl)c1)NCCCSc1ccccc1 | 32%[activator] | 0% | -1.1 | -1% | -4% | 0% | 3.9% | i | -3%
COc1ccccc1C(=O)NCCn1cc(SCc2ccc(C)cc2)c2ccccc21 | ? | -23% | · | ? | ? | · | 4.3% | ? | -11%
CCCCC(CC)CNC(=O)Cn1c(=O)[nH]c2ccsc2c1=O (centres undefined) | -13% | 1% | 1.3 | -1% | · | 2% | 0.2% | i | -12%
C/C(=N/NC(=O)C1CCN(S(=O)(=O)c2ccc(C)cc2)CC1)c1cccc([N+](=O)[O-])c1 | 10% | -5% | 1.2 | -18% | 7% | -4% | 6.0% | i | 9%
